# PGK inhibitor: T. brucei PGK inhibition | P07378 | PGK/GAPDH coupled, Kinase-Glo luminescence, 60 min | Potency, µM (titrated, usually from 57.5 µM), for inactives: at the top dose activity change, negative = inhibition, actives largely listed as inhibitors | actives 0.043% (n = 380,000) | AID 602233; further: potency means the concentration at half of the fitted maximal effect; on the % scale 0 is the no-effect control and ±100 the full control effect; nearly all actives have a fitted effect of over 60% in size
#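 Recombinant glycosomal PGK reaction used 1,3-bisphosphoglycerate generated in-well by GAPDH (100nM final) in 100mM TEA pH 7.6, 5mM MgCl2, 0.01% Tween-20. After 60 minutes at room temperature, ATP was read by Kinase-Glo Plus luminescence end-point.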
# G9a inh: G9a (human) methyltransferase inhibition. Potency, µM (titrated, usually from 102 µM), without a hit: top-dose activity, negative = inhibition, actives largely listed as inhibitors. actives 8.8% (n = 350,000). Q96KQ7. G9a H3K9 monomethylation, AlphaScreen, 2 h; further: potency means the concentration at half of the fitted maximal effect; on the % scale 0 is the no-effect control and ±100 the full control effect; nearly all actives have a fitted effect of over 75% in size
#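 Signal arises when biotinylated H3K9 peptide, once monomethylated, bridges streptavidin donor and antibody-captured acceptor beads. Enzyme at 20 nM was preincubated 15 min with test compounds; peptide 500 nM and SAM 20 uM then reacted for 2 h.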
# PI4K2A block: inhibitors of human PI4K2A; Q9BTU6; purified PI4K2A, ADP-Glo luminescence, 1 h; active compounds read low; activity change, negative = inhibition, % at 76.9 µM; actives 0.13% (n = 420,000); in the data active means activity change below about -50%; inconclusive means mostly about -30% to -49%;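 further: -100% = wells without enzyme as full effect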
#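 PI4K2A activity was measured by ADP-Glo luminescence: enzyme (4 ug/mL stock) and phosphatidylinositol (1.2 mM stock) in Tris pH 7.5/MgCl2/EGTA/Triton X-100 buffer were reacted with ATP (300 microM stock) for one hour at ambient temperature.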
# HP1b binding inh: blocks HP1-beta chromodomain binding to methylated histone tails. P83916. actives 0.56% (n = 390,000). AlphaScreen HP1-beta / biotin-H3K9me3 peptide binding. Potency, µM (top dose mostly 114 µM), inactives show top-dose activity change, negative = inhibition, hits mostly inhibitors; further: potency means the concentration at half of the fitted maximal effect; nearly all actives have a fitted effect of over 70% in size; inactives centre near 23
# Target sequence (P83916 whole entry, looked up): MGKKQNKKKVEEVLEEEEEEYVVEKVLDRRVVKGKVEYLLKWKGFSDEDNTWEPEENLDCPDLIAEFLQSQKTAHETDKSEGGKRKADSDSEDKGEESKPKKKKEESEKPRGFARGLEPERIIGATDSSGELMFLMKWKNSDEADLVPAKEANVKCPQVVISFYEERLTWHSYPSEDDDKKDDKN
#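 Compound inhibition of the preformed complex between 50 nM HP1-beta and 50 nM biotinylated H3K9me3 peptide was read by AlphaScreen. Buffer was PBS pH 7.4 with 0.01% Tween-20. Incubations ran 30 min at room temperature, with 10 ug/mL donor/acceptor beads.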
# BAZ2B inh: inhibitors of human BAZ2B bromodomain; Q9UIF8; AlphaScreen BAZ2B-H3K14Ac peptide displacement; Potency, µM (top dose mostly 114 µM), for inactives: at the highest dose activity change, negative = inhibition, usual class: inhibitors; actives 4.4% (n = 360,000); further: potency means the concentration at half of the fitted maximal effect; on the % scale 0 is the no-effect control and ±100 the full control effect; nearly all actives have a fitted effect of over 60% in size
#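 Complex of BAZ2B and biotin-H3K14Ac (50 nM apiece) forms over 30 min at RT, then faces library compounds up to 110 uM for another 30 min; AlphaScreen beads added, 20 min dark incubation, luminescence read.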
# JMJD2A Tudor: blocks the human JMJD2A Tudor domain. Potency, µM (highest dose often 114 µM), for the others: at the highest dose activity change, negative = inhibition, usual class: inhibitors. AlphaScreen JMJD2A-Tudor / H3K4me3 peptide binding. actives 4.4% (n = 390,000). O75164. AID 504339; further: potency means the concentration at half of the fitted maximal effect; on the % scale 0 is the no-effect control and ±100 the full control effect; nearly all actives have a fitted effect of over 50% in size
# ERG-DNA inh: blocks human ERG Ets domain binding to DNA | actives 0.028% (n = 370,000) | P11308 | Potency, µM (top dose mostly 76.9 µM), for the others: at the highest dose FP activity, negative = inhibition, most hits filed as inhibitors | AID 624246 | fluorescence polarization, His-ERG Ets domain / labelled DNA; active means well fitted inhibition curve with a large enough effect in the polarisation, with a control signal flat; inconclusive means small, poorly fitted or top-dose-only effect, or effect the other way, or a change in a side signal; inactive means no such curve, though single readings can be large or run the other way; the % refers to the polarisation;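 further: polarization taken with two DNA probes labelled with fluorescein and Texas red; potency means the concentration at half of the fitted maximal effect; % of control where 0% means no effect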
#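 His-tagged ERG Ets domain (1 uM in the protein solution; 300mM KCl, 50mM Tris-HCl, 1mM EDTA, 1mM DTT, pH 7.5) received compound, then a probe mix of 5 nM fluorescein-DNA and 100nM Texas-615-DNA. Fluorescence polarization was read for both dyes.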
# Pin1 inh: inhibitors of human Pin1; Q13526; Pin1 FP peptide displacement, HiFluor488, 10 min; Potency, µM (top dose mostly 115 µM), without a hit: top-dose activity, negative = inhibition, usual class: inhibitors; actives 0.009% (n = 390,000); AID 504891; active means well fitted inhibition curve with a large enough effect in the polarisation, with a control signal flat, not every such curve was filed as active; inconclusive means small, poorly fitted or top-dose-only effect, or effect the other way, or a change in a side signal; inactive means no such curve, though single readings can be large or run the other way; the % refers to the polarisation; further: potency means the concentration at half of the fitted maximal effect; on the % scale 0 is the no-effect control and ±100 the full control effect
# Target sequence (Q13526 whole entry, looked up): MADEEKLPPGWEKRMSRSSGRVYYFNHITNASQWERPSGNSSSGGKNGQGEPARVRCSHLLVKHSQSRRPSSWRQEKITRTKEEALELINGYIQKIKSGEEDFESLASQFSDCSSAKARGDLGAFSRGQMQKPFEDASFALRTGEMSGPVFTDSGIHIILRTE
# GLS inh: inhibitors of human glutaminase (GLS); O94925; GLS enzymatic activity, qHTS titration; Potency, µM (highest dose often 45.5 µM), inactives show top-dose activity change, negative = inhibition, actives largely listed as inhibitors; actives 0.21% (n = 410,000); AID 624170; further: potency means the concentration at half of the fitted maximal effect; on the % scale 0 is the no-effect control and ±100 the full control effect
# Target sequence (O94925 whole entry, looked up): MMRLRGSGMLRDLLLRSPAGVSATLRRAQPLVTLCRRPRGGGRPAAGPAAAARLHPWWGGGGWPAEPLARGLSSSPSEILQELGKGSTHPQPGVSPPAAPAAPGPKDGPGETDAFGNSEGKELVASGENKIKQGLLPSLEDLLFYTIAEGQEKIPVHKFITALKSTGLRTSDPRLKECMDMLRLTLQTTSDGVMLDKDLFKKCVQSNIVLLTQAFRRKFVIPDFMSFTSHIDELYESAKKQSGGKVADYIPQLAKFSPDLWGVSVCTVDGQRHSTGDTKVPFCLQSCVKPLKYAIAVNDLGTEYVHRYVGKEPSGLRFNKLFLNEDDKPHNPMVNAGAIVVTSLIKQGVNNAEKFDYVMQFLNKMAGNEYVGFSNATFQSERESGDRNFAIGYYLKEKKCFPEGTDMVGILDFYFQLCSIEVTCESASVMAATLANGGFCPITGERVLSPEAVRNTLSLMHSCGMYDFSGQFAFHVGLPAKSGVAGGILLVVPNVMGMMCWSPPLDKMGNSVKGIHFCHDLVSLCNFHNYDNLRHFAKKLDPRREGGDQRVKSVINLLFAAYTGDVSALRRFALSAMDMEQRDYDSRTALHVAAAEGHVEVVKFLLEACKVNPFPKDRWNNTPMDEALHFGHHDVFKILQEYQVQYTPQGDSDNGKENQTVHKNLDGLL
#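 Two-point fluorescence kinetic (t0, 30 min RT) for hKGA; glutamate detected via glutamate oxidase–HRP–Amplex Red. Substrate: 1 mM L-glutamine solution; buffer 45 mM KH2PO4, pH 8.2.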
# * = called active by the depositor; i = inactive; u = inconclusive; x = not tested or not shown; [ ] = dose if it differs, or a comment. Unless noted, the call rests on the fitted dose curve; in most records, active means well fitted curve in the direction sought with a large enough effect; inconclusive means small, poorly fitted or top-dose-only effect, or another doubt; inactive means no such curve, though single readings can be large; an effect the other way counts as inactive or inconclusive.
SMILES,PGK inhibitor,G9a inh,PI4K2A block,HP1b binding inh,BAZ2B inh,JMJD2A Tudor,ERG-DNA inh,Pin1 inh,GLS inh
Cc1ccc(N2CCN(C(=O)C3CCC(CNS(=O)(=O)c4ccc(Br)s4)CC3)CC2C)cc1 (stereo unspecified),-2%,-21%[59 µM],0,13%,0%,-7%,2%,6%,0%
Cc1nc(Cl)sc1C(=O)Nc1cccc(Cl)c1C,-2%,12%[59 µM],1,17%,-4%,-11%,-3%,-4%,1%
O=C(O)c1ccc(S(=O)(=O)Nc2ccc(F)c(Cl)c2)cc1,-4%,6%[2.33 µM],-1,40%[activator],-4%,-13%,8%,-3%,1%
O=C(N[C@@H](Cc1ccccc1)C(=O)N1CCN(S(=O)(=O)c2cccc(F)c2)CC1)c1ccco1,2%,-34%[12.7 µM],4,31%,-13%,-13%,1%,-1%,0%
CNc1oc(-c2ccc(F)cc2)nc1S(=O)(=O)c1ccccc1,2%,45µM*,-7,54%[activator],7%,-5%,2%,-4%,-7%
CCOc1cccc(-c2nnc(SCC(=O)Nc3cc(C)ccc3OC)n2N)c1,-3%,-13%,-7,6%,29%,-9%,-3%,1%,-6%
N#CC1=C(N)OC2=C(C(=O)CCC2)C12C(=O)N1CCCc3cccc2c31 (stereo unspecified),i,-28%,-5,26%,u,-11%,1%,-4%,2%
CCC(C)c1ccc(N(C(=O)c2ccco2)C(C(=O)NC2CCCC2)c2cccnc2)cc1 (stereo unspecified),5%,2%,4,25%,-24%,-16%,6%,5%,-4%
O=C(CSc1nc2ccccc2c2nc(-c3ccccc3)nn12)Nc1ccc(Br)cc1,-3%,-1%[59 µM],-3,15%,0%,-6%,-1%,0%,1%
COc1cccc(CNC(=O)Cn2nc(C)c3sc4ccccc4c3c2=O)c1OC,-4%,u,4,36%,-4%,-18%,4%,-15%,-9%
CCOC(=O)N/N=C\c1ccccc1OC/C=C/c1ccccc1,-4%,29%,-6,28%,-15%,-21%,-2%,6%,2%
O=CN1CCN(C2CC(=O)N(c3ccc4c(c3)OCO4)C2=O)CC1 (stereo unspecified),-3%,u,3,64%[activator],-1%,-10%,-10%,-6%,-6%
COc1ccc(-c2nc3cc(NC(=O)c4ccc(C)cc4)ccc3o2)cc1Cl,16%,-34%[59 µM],1,20%,2%,-9%,-1%,-8%,9%
COc1cc(/C=C2/C(=O)N(c3ccc([N+](=O)[O-])cc3)N=C2N2CCOCC2)ccc1O,-2%,-42%,-12,u,u,-7%[11.4 µM],-3%,3%,u
Cc1cc(NC(=O)C2CCN(S(=O)(=O)c3cnc[nH]3)CC2)ccc1Br,-6%,11%[12.7 µM],0,30%,0%,-2%,-8%,4%,0%
COc1ccc(C(=O)Nc2nc3n(n2)C(c2ccccc2)C=C(c2ccccc2)N3)cc1 (stereo unspecified),4%,25µM*,-7,39%,22µM*,79µM*,11%,u,4%
CC1=CC(C)(C)n2c(O)c(N=N)c3cc(C)cc1c32,-7%,u,7,u,45µM*,50µM*,-2%,4%,10%
CC(=O)c1ccc(N2CCN(S(=O)(=O)c3ccc4c(c3)CC(C)N4C(=O)C3CCC3)CC2)cc1 (stereo unspecified),-4%,0%[59 µM],5,22%,1%,3%,2%,-9%,-1%
NC(=O)c1ccccc1NCC(=O)c1ccc(Cl)cc1,-8%,-15%,3,9%,-1%,-8%,23%,-1%,1%
CC(O)CSc1nc2c(c(=O)[nH]c(=O)n2C)n1Cc1ccccc1Cl (stereo unspecified),i,45µM*,2,2%,2%,-13%,-8%,-7%,1%
CCCC(C)C(=O)Nc1nc(C)c(-c2csc(Nc3cc(OC)ccc3OC)n2)s1 (stereo unspecified),i,14µM*,-2,-6%,u,u,3%,16%,2%
Cn1c(NCC(O)CO)nc2c1c(=O)n(Cc1ccc(Cl)c(Cl)c1)c(=O)n2C (stereo unspecified),-12%,6%,-3,2%,0%[57.1 µM],-27%,-4%,-4%,-14%
Cc1[nH]c2ccccc2c1C(=O)NS(=O)(=O)Nc1ccc(Cl)cc1,-10%,-1%,2,8%,u,-19%,0%,5%,11%
CCOc1cccc(-c2c(C(=O)N/N=C/c3ccoc3)nnn2-c2nonc2N)c1,7%,54%[activator],4,-17%,79µM*,25µM*,11%,-4%,u
Cc1nc2sc(C(=O)Nc3ccccc3)c(N)c2c(C)c1[N+](=O)[O-],i,-44%,0,u,x,u,-4%,2%,4%
Cc1c(F)cccc1NC(=O)CCC(=O)O,-8%,7%[59 µM],2,33%[activator],3%,-23%,-16%,-10%,8%
O=C(COC(=O)/C=C/c1ccccc1)NCCC1=CCCCC1,-9%,30%[59 µM],-2,47%[activator],5%,13%,-1%,4%,-1%
Cn1c2ccc(F)cc2c2nnc(SCC(=O)Nc3cccc(O)c3)nc21,2%,x,-10,24%,3%,-12%,1%,u,14%
CC(=O)OC(C)C(=O)NS(=O)(=O)c1ccc(C)cc1 (stereo unspecified),-3%,u,-4,27%,-16%,-6%,-11%,8%,9%
Cc1ccccc1-n1cnc2c(sc3nc(N4CCOCC4)c4c(c32)CCCC4)c1=O,-7%,x,-2,10%,-6%,-17%,-7%,20%,4%
CCOC(=O)C1CCN(S(=O)(=O)c2c(C)noc2C)CC1,-8%,4%[12.7 µM],-5,58%[activator],4%,2%,18%,-2%,0%
CN(CCc1ccccn1)S(=O)(=O)c1ccc2c3c(cccc13)C(=O)N2,1%,2%[12.7 µM],-12,30%,9%,-4%,3%,2%,-2%
CCCCC(=O)NCc1ccc(Cl)cc1,i,11%[59 µM],0,3%,-5%,-13%[57.1 µM],-10%,-2%,9%
CC1=C(C(=O)OC2CCCCC2)C(c2ccc(C)o2)C2=C(CC(C)(C)CC2=O)N1 (stereo unspecified),i,2%[12.7 µM],0,46%[activator],-6%,-14%,-4%,3%,-2%
COc1cc(OC)c(NS(=O)(=O)c2ccc3oc(=O)c4ncn(C)c4c3c2)cc1Cl,-6%,-31%[59 µM],-2,8%,u,0%,0%,1%,13%
COc1cc2c(cc1OC)C(c1ccccc1C)CC(=O)N2 (stereo unspecified),3%,x,-4,0%,-28%,-14%,2%,7%,1%
Cc1ccc(C(=O)N2CCN(C3CCCCC3)CC2)s1,i,6%[12.7 µM],-6,-1%,-8%,-6%,-3%,0%,-5%
COc1ccc(CNC(=O)C(CC(C)C)NS(=O)(=O)c2ccc3c(c2)CCN3C(C)=O)cc1 (stereo unspecified),i,9%[59 µM],-1,39%,x,3%,-1%,6%,u
CN(CCc1ccccn1)C(=O)CC1C(=O)NCCN1Cc1ccc(-c2ccccc2)cc1 (stereo unspecified),i,56µM*,-5,43%[activator],-29%,-12%,-4%,0%,-5%
CCN(CC)c1ccc(/C=N/NC(=O)c2ccc([N+](=O)[O-])cc2)cc1,2%,u,-1,28%,0%,-19%,6%,0%,9%

# 3 neighbouring compounds from above, for reference:
SMILES,PGK inhibitor,G9a inh,PI4K2A block,HP1b binding inh,BAZ2B inh,JMJD2A Tudor,ERG-DNA inh,Pin1 inh,GLS inh
CCOC(=O)C1CCN(S(=O)(=O)c2c(C)noc2C)CC1,-8%,4%[12.7 µM],-5,58%[activator],4%,2%,18%,-2%,0%
CN(CCc1ccccn1)S(=O)(=O)c1ccc2c3c(cccc13)C(=O)N2,1%,2%[12.7 µM],-12,30%,9%,-4%,3%,2%,-2%
CCCCC(=O)NCc1ccc(Cl)cc1,i,11%[59 µM],0,3%,-5%,-13%[57.1 µM],-10%,-2%,9%

# Further entries.
SMILES,PGK inhibitor,G9a inh,PI4K2A block,HP1b binding inh,BAZ2B inh,JMJD2A Tudor,ERG-DNA inh,Pin1 inh,GLS inh
O=C1CN(Cc2cc(=O)oc3cc4c(cc23)CCC4)CCN1,i,u,-1,40%,-13%,3%,-3%,-6%,0%
CCOC(=O)c1cccc(NC(=O)c2cc3ccccn3n2)c1,i,-16%[59 µM],-3,29%,3%,-2%,4%,9%,2%
c1ccc(CNn2c(N3CCOCC3)nc3ccccc32)cc1,8%,9%,13,36%,13%,0%,-2%,2%,5%
NC(=O)c1cc(-c2ccccc2)nc(N2CCOCC2)n1,1%,21%[59 µM],9,32%,-2%,11%,-6%,-5%,9%
O=S(=O)(c1ccc(OCC(O)CN2CCCCC2)cc1)N1CCOCC1 (stereo unspecified),-8%,9%,-1,17%,4%,-5%,-8%,-10%,-3%
Cc1[nH]c(C)c(S(=O)(=O)N2CCc3ccccc32)c1C(=O)N1CCCCC1,4%,18%,1,29%,-14%,-15%,1%,-3%,-1%
O=C1CC(N2CCOCC2)C(=O)N1c1ccc(Cl)cc1 (stereo unspecified),0%,x,0,81%[activator],-18%,-2%[11.4 µM],2%,-3%,-4%
COc1cccc(NC(=S)/C(=C(\[O-])c2cc(C)n(-c3ccccc3F)c2C)[n+]2ccc(N(C)C)cc2)c1,-5%,35µM*,-3,-18%,40µM*,25µM*,15%,13%,11%
COc1cccc(Cn2cnc3c(NS(=O)(=O)c4cc(Cl)ccc4Cl)c(C)c(C)cc32)c1,-5%,8.9µM*,0,17%,-1%,-14%,5%,18%,8%
O=C(C1=C[C@H](c2csc3ccccc23)C[C@H](OCCCCO)O1)N1CCN(Cc2ccccc2)CC1,0%,u,0,5%,50µM*,u,11%,14%,2%
O=C(NCc1cccc(Cl)c1)c1cccc(C(F)(F)F)c1,-5%,39%[activator],2,77%[activator],25%,36%,-2%,-1%,-3%

# Source: PubChem BioAssay
